# TexasRed fluor = Texas Red fluorescence interference in TRb-SRC2 counter-screen | 280,000 tested, 0.29% active | TRb/SRC2 Texas Red total fluorescence interference | AID 1479 | Potency, µM (doses to about 106 µM), for inactives: at the top dose fluorescence change, negative = quenching; active = well fitted curve in either direction with a large enough effect; inconclusive = small, poorly fitted or top-dose-only effect
#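 Human TRβ ligand-binding domain (0.6 uM) and Texas Red SRC2 peptide (20 nM) in Tris buffer with 1 uM T3 and 5% DMSO were incubated with pinned compound for 5 hr at ambient temperature. Total fluorescence was computed as S + 2P (555/632 nm).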
# Tau fluor cs = counter-screen for tau fibril formation inhibitors; tau K18 P301L Alexa594 fluorescence, heparin fibrillization; Potency, µM (titrated, usually from 57.7 µM), inactives show top-dose activity change, negative = decrease; 280,000 tested, 0.93% active; also: nearly all actives have a fitted effect of over 55% in size
#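 Human K18 P301L tau (15 uM unlabeled plus 0.24 uM Alexa 594-labeled, final) in 100 mM sodium acetate pH 7 was mixed with compound and 20 uM heparin and incubated 6 hr at 37 C.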
# Tau fibril FP = inhibitors of human tau fibril formation | 280,000 tested, 0.39% active | K18 P301L tau heparin fibrillization, Alexa594 FP, 6 h | AID 1468 | Potency, µM (highest dose often 57.7 µM), inactives show at the top dose activity, negative = inhibition, most hits filed as inhibitors; also: nearly all actives have a fitted effect of over 55% in size
# Target sequence (P10636 561-689 P618L limits assumed): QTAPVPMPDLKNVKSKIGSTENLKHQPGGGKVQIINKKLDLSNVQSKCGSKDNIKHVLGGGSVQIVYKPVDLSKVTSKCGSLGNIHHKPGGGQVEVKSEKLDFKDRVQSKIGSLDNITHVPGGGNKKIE
#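 Steps: dispense K18 P301L tau (15 uM plus 0.24 uM Alexa 594 tracer, final) in pH 7 sodium acetate; add compound; add heparin (20 uM final); incubate 6 hr, 37 C; add ThT (30 uM final); after 1 hr ambient, read FP.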
# ALDH1A1 block = ALDH1A1 (human) enzyme inhibition; Potency, µM (highest dose often 75.3 µM), for the others: top-dose activity, negative = inhibition, hits mostly inhibitors; P00352; AID 1030; Purified ALDH1A1, NADH fluorescence, propionaldehyde substrate; 220,000 tested, 7.3% active; active = well fitted inhibition curve with a large enough effect, not every such curve was filed as active; inconclusive = small, poorly fitted or top-dose-only effect, or another doubt; inactive = no such curve, though single readings can be large or run the other way;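 also: plate controls were no enzyme wells and a reference inhibitor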
# Target sequence (P00352 whole entry, looked up): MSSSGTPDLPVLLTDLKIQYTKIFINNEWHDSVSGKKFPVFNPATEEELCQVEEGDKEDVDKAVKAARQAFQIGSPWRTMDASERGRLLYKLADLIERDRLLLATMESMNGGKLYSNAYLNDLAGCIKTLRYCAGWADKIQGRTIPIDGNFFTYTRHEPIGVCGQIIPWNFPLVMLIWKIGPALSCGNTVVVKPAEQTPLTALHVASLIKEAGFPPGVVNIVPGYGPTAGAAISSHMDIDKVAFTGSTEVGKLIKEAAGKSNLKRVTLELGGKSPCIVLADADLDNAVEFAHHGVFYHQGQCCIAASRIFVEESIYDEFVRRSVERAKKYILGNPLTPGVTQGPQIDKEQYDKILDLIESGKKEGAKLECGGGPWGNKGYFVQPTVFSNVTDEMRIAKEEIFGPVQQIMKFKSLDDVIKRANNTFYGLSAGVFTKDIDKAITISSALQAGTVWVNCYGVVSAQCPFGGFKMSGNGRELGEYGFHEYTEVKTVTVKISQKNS
# Tau ThT inhib = inhibitors of human tau fibril formation, thioflavin T binding | P10636 | recombinant tau K18 P301L (four-repeat tau fragment), heparin-induced fibrillization, ThT fluorescence | Potency, µM (highest dose often 57.4 µM), without a hit: at the highest dose activity, negative = inhibition, hits mostly inhibitors | 270,000 tested, 2.1% active | AID 1460; also: nearly all actives have a fitted effect of over 55% in size
#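 Aggregation was driven by heparin (20 uM final) acting on recombinant tau […] bearing P301L in 100 mM sodium acetate pH 7; fibrils were detected with Thioflavin T.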
# L3MBTL1 block = blocks human L3MBTL1. 230,000 tested, 0.66% active. Q9Y468. Potency, µM (doses to about 57.1 µM), for the others: at the top dose activity, negative = inhibition, usual class: inhibitors. AlphaScreen L3MBTL1–H3K9me1 peptide binding; also: nearly all actives have a fitted effect of over 60% in size
#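 L3MBTL1 50 nM + b-AHA-H3(1-15)K9me1 75 nM, 30 min RT; compound added, 30 min RT; streptavidin donor/Ni-chelate acceptor beads 10 ug/mL each final, 30 min RT dark; AlphaScreen read.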
# aGal spleen mod = alpha-galactosidase A (human) modulation; P06280; human spleen homogenate, 4MU-alpha-Gal fluorescence, 40 min; Potency, µM (titrated, usually from 80 µM), without a hit: at the top dose activity change, negative = inhibition, actives largely listed as inhibitors; 240,000 tested, 0.008% active; AID 2107;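 also: 0% = enzyme with vehicle and -100% = no enzyme basal signal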
# Target sequence (P06280 32-429 limits assumed): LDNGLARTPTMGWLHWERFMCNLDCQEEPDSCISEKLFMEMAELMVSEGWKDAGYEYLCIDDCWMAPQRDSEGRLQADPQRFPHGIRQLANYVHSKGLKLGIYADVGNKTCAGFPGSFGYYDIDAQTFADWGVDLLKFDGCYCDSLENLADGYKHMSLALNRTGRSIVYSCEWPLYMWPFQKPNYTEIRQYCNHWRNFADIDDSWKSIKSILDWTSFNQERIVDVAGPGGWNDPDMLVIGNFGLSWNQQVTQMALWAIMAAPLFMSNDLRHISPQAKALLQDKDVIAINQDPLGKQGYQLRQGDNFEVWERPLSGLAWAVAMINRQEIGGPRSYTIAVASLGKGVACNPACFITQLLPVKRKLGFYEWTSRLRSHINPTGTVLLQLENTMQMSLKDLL
#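 Human spleen homogenate (1 ug) as enzyme source, 4-methylumbelliferyl-alpha-D-galactopyranoside 1 mM final, citrate/phosphate pH 5.0 with 0.01% Tween-20. Compounds 40 min at 37C, NaOH/glycine stop; fluorescence Ex 365/Em 440, Hill-fit AC50.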
# TRb SRC2 PPI = TRbeta-SRC2 interaction inhibition; 280,000 tested, 0.065% active; P10828; Potency, µM (top dose mostly 106 µM), without a hit: at the top dose activity change, negative = inhibition, most hits filed as inhibitors; TRbeta-SRC2 peptide binding, fluorescence polarization; receptor liganded with 1 µM T3; AID 1469;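 also: plate controls were bound peptide for no effect and peptide without receptor for full effect; nearly all actives have a fitted effect of over 50% in size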
#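 Fluorescence polarization of 20 nM Texas Red SRC2 peptide (20-aa NR interaction domain) bound to 0.6 uM human TRb ligand-binding domain, with 1 uM T3, after 5 hr at ambient temperature; inhibition seen as decreased polarization.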
# Starred values were filed as active, the others as inactive; ? = inconclusive; · = no result given; & = joins results of further samples; [ ] = remark or other dose. Unless noted, calls follow the shape of the dose curve; as a rule, active = well fitted curve in the direction sought with a large enough effect; inconclusive = small, poorly fitted or top-dose-only effect, or another doubt; inactive = no such curve, though single readings can be large; an effect the other way counts as inactive or inconclusive. Unless noted, % is scaled to controls: 0 for no effect and ±100 for the full control effect; potency is read from the fitted curve at half-maximal effect.
SMILES,TexasRed fluor,Tau fluor cs,Tau fibril FP,ALDH1A1 block,Tau ThT inhib,L3MBTL1 block,aGal spleen mod,TRb SRC2 PPI
Cc1ccc(SCCC(=O)Nc2ccccc2C(=O)NC(C)C)cc1,0.0%,-17.1%,-14.4%,-10.3%,-3.2%,24.6%,-6.5%,-16.6%
O=C(c1ccco1)N1CCC(c2nc(-c3ccc(F)cc3)no2)CC1,1.4%,-11.1%,3.2%,?,-16.7%,·,-1.0%,7.6%
Fc1ccc(-n2c(Cc3ccccc3)nnc2SCc2nc(-c3cccs3)no2)cc1,1.5%,-3.3%,0.8%,14.1µM*,?,-2.2%,-8.7%,10.2%
O=C(OCc1nc2ccccc2s1)c1cccs1,-0.6%,-2.2%,3.0%,-4.4%,-4.1%,·,-2.3%,-10.5%
Cc1nc(SCc2ccc(Br)cc2)[nH]c(=O)c1C,-0.4%,-10.4%,6.3%,4.4%,-10.3%,-3.7%,3.4%,5.8%
O=C(NC1CCN(C(=S)NCc2ccco2)CC1)c1cccc(F)c1,-3.6%,1.8%,-1.7%,-4.4%,6.5%,-2.8%,0.0%,2.1%
CCOC(=O)c1sc(N)c(C(=O)OCC)c1C,-6.5%,-13.9%,11.1%,·,?,-1.6%,-4.2%,-6.4%
CCOC(=O)Nc1c2ccccc2nc2ccccc12,-0.3%,-11.8%,-2.7%,·,-10.9%,2.4%,?,8.9%
COc1cc(NC(=O)CNC(=O)Cn2ccc3ccccc3c2=O)cc(OC)c1OC,-2.4%,-14.6%,-9.1%,·,?,·,·,2.5%
N/C(=N\NC(=O)c1ccccc1Cl)c1cc2ccccc2oc1=O,-0.5%,-11.1%,-0.6%,2.6%,?,·,-9.2%,-10.4%
Nc1cc(=O)nc(SCC(=O)Nc2ccccc2)n1CCc1ccccc1,-10.5%,-12.9%,1.9%,·,-4.6%,·,·,4.4%
Cc1ccc(C)n1-c1cccc(S(=O)(=O)N2CCOCC2)c1,2.3%,-9.4%,-2.3%,-12.6%,-12.3%,·,-4.3%,-3.8%

# Record cards, from the list above.
# Entry for Cc1ccc(SCCC(=O)Nc2ccccc2C(=O)NC(C)C)cc1 = TexasRed fluor = 0.0%; Tau fluor cs = -17.1%; Tau fibril FP = -14.4%; ALDH1A1 block = -10.3%; Tau ThT inhib = -3.2%; L3MBTL1 block = 24.6%; aGal spleen mod = -6.5%; TRb SRC2 PPI = -16.6%
# Entry for CCOC(=O)c1sc(N)c(C(=O)OCC)c1C = TexasRed fluor = -6.5%; Tau fluor cs = -13.9%; Tau fibril FP = 11.1%; ALDH1A1 block = ·; Tau ThT inhib = ?; L3MBTL1 block = -1.6%; aGal spleen mod = -4.2%; TRb SRC2 PPI = -6.4%

# (listing goes on)
SMILES,TexasRed fluor,Tau fluor cs,Tau fibril FP,ALDH1A1 block,Tau ThT inhib,L3MBTL1 block,aGal spleen mod,TRb SRC2 PPI
Cc1scc(C(=O)NNC(=S)NCC2CCCO2)c1C (stereo unspecified),1.4%,-2.1%,2.8%,?,-6.9%,3.3%,4.0%,4.0%
NCCC[C@@H](CC(=O)N[C@@H]1CCNC[C@H]1C(=O)N[C@H](CC(=O)N[C@@H](CCC(=O)O)CC(=O)O)Cc1ccccc1)NC(=O)C[C@H](CO)NC(=O)[C@@H]1CNCC[C@H]1N,-0.5%,-1.3%,0.1%,1.2%,-5.4%,·,4.5%,-3.2%
COc1cc(NC(=O)c2ccco2)c(OC)cc1NC(=O)Nc1ccccc1Cl,-1.6%,?,9.9%,?,-1.3%,·,1.7%,-5.2%
CNC(=S)NNc1nncc2ccccc12,-1.9%,-0.7%,1.7%,?,-5.7%,-0.4%,1.6%,2.9%
CC(C)(C)c1ccc(C(=O)Nc2ncn[nH]2)cc1,-0.5%,1.5%,2.9%,4.9%,-9.9%,1.5%,8.7%,4.6%
Cc1ccc(NC(=O)CSc2nccn2C2CCCC2)cc1Cl,?,-8.0%,-6.7%,·,-0.2%,·,·,-15.0%
COc1ccc(N2CCC(CNS(=O)(=O)c3cccc(C(F)(F)F)c3)C2)cc1 (stereo unspecified),6.1%,?,9.4%,8.91µM*,?,?,4.0%,-19.9%
CCOc1ccc(Cl)cc1/C=N/NC(=O)CNC(=O)c1ccccc1,-1.9%,-9.1%,-3.5%,5.8%,-5.8%,7.0%,-4.7%,-1.7%
Cc1cc(C)c(NC(=O)CS(=O)CC(=O)NCCCc2ccccc2)c(C)c1 (stereo unspecified),-2.3%,5.6%,-3.9%,2.7%,-6.1%,5.2%,-1.2%,3.6%
COc1cc(Cl)c(C)cc1NC(=O)CSCc1nc(-c2ccc(OC)c(OC)c2)no1,4.9%,-25.7%,-0.1%,·,-15.1%,·,·,-6.5%
COc1ccc(NC2=CC(c3ccccc3)N(c3ccc(OC)cc3)C2=O)cc1 (stereo unspecified),-1.9%&0.8%,-5.7%&-15.5%,8.5%&-18.3%,-13.7%,?,-23.1%,8.2%&-0.3%,-0.8%&4.4%
Cc1cccc(OCC(=O)Nc2ccc(N3CCN(C(=O)c4ccco4)CC3)cc2)c1,-5.0%,-19.6%,-3.7%,-2.4%,?,?,-2.4%,-1.6%
CC(/C=C1\SC(=S)N(NC(=O)c2ccccc2C)C1=O)=C\c1ccccc1,6.0%,?,2.4%,?,3.98µM*,-2.8%,-6.2%,5.0%
Cc1cccc(NS(=O)(=O)c2c(C)n[nH]c2C)c1,-11.4%,-0.8%,-1.2%,6.4%,-2.6%,0.9%,7.8%,0.5%
C=C1C(O)C[C@H]2C(=C)CCC3[C@H](OC(=O)[C@]3(O)CO)[C@@H]12 (stereo partly specified),-3.0%,0.6%,2.0%,-9.8%,-3.2%,-2.9%,7.9%,-6.7%
CC1CCN(C(=O)C2(NC(=O)Nc3cccc(F)c3)CCCCC2)CC1,0.7%,0.3%,4.4%,12.2%,2.8%,-5.8%,4.1%,-6.2%
CN(C)c1ccc(NS(=O)(=O)c2ccc(-c3csnn3)cc2)cc1,-1.0%,14.6%,-1.6%,8.91µM*,13.0%,-24.7%,3.2%,-5.5%
CC(C)Cc1nc(N2CCC(C(N)=O)CC2)c2nnn(Cc3ccccc3)c2n1,0.0%,-2.9%,-6.7%,0.9%,4.6%,8.5%,1.4%,0.8%
Nc1ccc2c(c1)C(=O)N(CC1CCCO1)C2=O (stereo unspecified),1.3%,-1.5%,0.3%,8.91µM*,-3.1%,1.0%,3.8%,-11.6%
COc1ccc(S(=O)(=O)N2CCN(c3ccccn3)CC2)cc1OC,0.2%,0.1%,-3.0%,?,4.5%,·,-0.6%,6.5%
COc1ccc(NC(=O)c2cc(-c3cc(C)ccc3O)n[nH]2)cc1Cl,-3.3%,·,·,5.5%,·,-6.5%,5.6%,7.8%
CC(=O)c1ccc(NC(=O)CN2CCC(NC(=O)C3CCCCC3)CC2)cc1,1.9%,2.9%[2.34 µM],6.6%[2.34 µM],2.2%,-2.9%,3.8%,0.9%,-6.0%
COCCn1cnc2c1c(=O)n(CC(=O)OCC#N)c(=O)n2Cc1ccccc1,1.3%,7.3%,4.0%,?,5.0%,4.8%,-3.9%,-2.6%
Cc1nc2ncnn2c(C)c1CCC(=O)N1CCc2ccccc2C1,-1.0%,-3.8%,3.4%,2.24µM*,-7.6%,0.2%,-1.2%,-2.4%

# The final two compounds of the part before lead into the next.
SMILES,TexasRed fluor,Tau fluor cs,Tau fibril FP,ALDH1A1 block,Tau ThT inhib,L3MBTL1 block,aGal spleen mod,TRb SRC2 PPI
COCCn1cnc2c1c(=O)n(CC(=O)OCC#N)c(=O)n2Cc1ccccc1,1.3%,7.3%,4.0%,?,5.0%,4.8%,-3.9%,-2.6%
Cc1nc2ncnn2c(C)c1CCC(=O)N1CCc2ccccc2C1,-1.0%,-3.8%,3.4%,2.24µM*,-7.6%,0.2%,-1.2%,-2.4%
O=C(NCc1ccco1)c1ccc(Cl)c(S(=O)(=O)Nc2ccccc2)c1,-0.5%,-8.5%,-1.1%,-3.7%,-4.4%,-6.2%,-1.3%,0.6%
CCN1CCN(c2cc3c(nn2)Oc2ccccc2N3C)CC1,-8.3%,-19.5%,-10.9%,?,-14.8%,0.1%,?,5.3%
Clc1ccccc1CN1CCN(/N=C/C=C\c2ccco2)CC1,-1.8%,-21.3%,-1.4%,3.16µM*,?,-5.9%,-24.0%,1.1%
Cc1ccc(S(=O)(=O)c2cnc(-c3ccccc3)nc2N2CCN(C)CC2)cc1,-2.9%,-21.8%,-2.7%,2.24µM*,-4.8%,-10.1%,6.7%,0.1%
COC(=O)c1cccc(C23CC4(C2)[C@H](CN(CC2CCCCC2)[C@@H]4c2ccccc2)C3c2ccccc2)c1 (stereo partly specified),-2.2%&-1.5%,5.6%&21.8%,6.6%&4.8%,-8.1%,3.3%&6.6%,·,-5.2%&9.5%,-2.9%&-2.6%
CCOC(=O)c1cc(CC)sc1N,-1.0%,-1.8%,-1.8%,-9.5%,-5.0%,-7.6%,-3.3%,8.1%
O=C(CCn1c(=O)oc2ccccc21)N1CCOCC1,-4.2%,-7.1%,8.7%,0.5%,-6.3%,6.5%,-25.3%,2.8%
CC1CCCCC1NC(=O)c1nn(C)c(=O)c2ccccc12 (stereo unspecified),-2.8%,5.6%,6.7%,?,-1.3%,7.3%,5.2%,6.0%
C(=N\c1nc2ccccc2n1CCN1CCCCC1)/c1cccs1,1.3%,-3.0%,-4.2%,-3.9%,-3.1%,0.4%,2.6%,-5.7%
Cc1noc(/C=C/N(C)C)c1S(=O)(=O)N(C)CC(=O)NC1CCCCC1,0.9%,-27.1%,5.0%,?,?,-8.8%,-3.5%,-17.7%
CCCCCOc1ccc(NC(=O)Cn2c(-c3cncs3)nc3ccccc32)cc1,6.5%,-17.1%,3.1%,·,?,·,·,0.6%
CCOc1ccc(N(CC(=O)NCC2CCCO2)C(=O)CCC(=O)Nc2nccs2)cc1 (stereo unspecified),-1.8%,-5.5%,-0.7%,0.9%,-10.5%,6.6%,-1.2%,1.3%
CCc1ccc2ncc(C(=O)c3ccccc3)c(N3CCOCC3)c2c1,-0.3%,-4.8%,7.3%,4.47µM*,-4.9%,·,-11.4%,2.0%
O=C(CSc1nnc(-c2ccccc2F)o1)N1CCc2ccccc21,0.7%,-18.9%,-5.7%,·,?,·,·,1.4%
